CHT allo act = CHT positive allosteric modulators, primary screen, cell-based, membrane potential dye, choline EC20. High affinity choline transporter 1 (Homo sapiens), Q9GZV3. CHT-expressing cells; hits give high values; LV-AA mutant CHT in HEK293 cells. B-score at 10 µM. 0.49% of 310,000 active. AID 488977, 2010;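 active means initial fluorescence not abnormally high and integrated response B-score, plate-corrected, over 3 SD above library mean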
Target sequence (Q9GZV3 whole entry, looked up): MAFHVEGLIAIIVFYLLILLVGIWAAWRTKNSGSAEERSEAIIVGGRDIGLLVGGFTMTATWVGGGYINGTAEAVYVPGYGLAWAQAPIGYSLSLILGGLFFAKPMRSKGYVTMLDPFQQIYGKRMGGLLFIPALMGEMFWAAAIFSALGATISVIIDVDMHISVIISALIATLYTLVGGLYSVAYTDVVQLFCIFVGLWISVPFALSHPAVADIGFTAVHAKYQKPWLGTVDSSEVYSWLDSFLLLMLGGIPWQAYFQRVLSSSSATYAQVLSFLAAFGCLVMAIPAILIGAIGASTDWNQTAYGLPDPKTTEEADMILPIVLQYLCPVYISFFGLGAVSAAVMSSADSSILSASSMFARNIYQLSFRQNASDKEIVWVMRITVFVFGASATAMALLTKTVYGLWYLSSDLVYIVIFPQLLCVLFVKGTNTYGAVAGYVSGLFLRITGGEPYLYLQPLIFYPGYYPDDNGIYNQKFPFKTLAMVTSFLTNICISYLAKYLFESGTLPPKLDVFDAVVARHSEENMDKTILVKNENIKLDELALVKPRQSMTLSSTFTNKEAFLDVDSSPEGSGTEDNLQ
CHT block = inhibitors of human choline transporter CHT; B-score at 10 µM; CHT-expressing cells, membrane potential dye, choline response; hits give low values; High affinity choline transporter 1 (Homo sapiens), Q9GZV3; 0.86% of 310,000 active;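 active means B-score over 3 SD under the library average, and starting fluorescence ratio not unusually high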;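 further: choline stimulus applied at its EC90 after an EC20 pre-addition; B-score computed on integrated fluorescence ratio after choline addition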
Active calls of the source: *; i = inactive. Rows are unselected. Share with any hit: about 1.4%.

SMILES	CHT allo act	CHT block
CN(C)S(=O)(=O)c1ccc(NC(=O)CSc2n[nH]c(=O)n2C2CC2)cc1	i	i
Cc1ccc(Nc2c3c(nc4ccccc24)CCC3)cc1	i	i
Cc1csc(=O)n1CCC(=O)OCC(=O)N(CC(C)C)c1c(N)n(Cc2ccccc2)c(=O)[nH]c1=O	i	i
O=C1c2ccccc2C(=O)N1CCn1nc(Cl)nc1Cl	i	i
C/C(=N\NC(=O)c1ccccc1)c1ccc(N2CCOCC2)cc1	i	i
CC(=O)NC(CC(=O)Nc1cccc(S(=O)(=O)N2CCCC2)c1)c1ccccc1 (configuration not stated)	i	i
CCCCn1c(SCC(=O)c2ccc(OC)cc2OC)nc2cc(S(N)(=O)=O)ccc21	i	i
COCCN1C(=O)N[C@@H](c2cccc(C(F)(F)F)c2)[C@H](C(=O)OC)[C@H]1C	i	i
COc1ccc(N2CSC3=C(C#N)C(c4cccs4)CC(=O)N3C2)cc1 (configuration not stated)	i	i
O=C(Cc1ccc(Cl)cc1)N/N=C1\CCCc2ccccc21	i	i
CC1(C)CC(NCc2ccncc2)CC(C)(C)N1	i	i
CCOC(=O)N1CCN(S(=O)(=O)c2ccc(OC)c(C(=O)N3CCCCC3)c2)CC1	i	i
COc1ccc(-n2cnnc2SCC(=O)Nc2ccccc2F)cc1	i	i
COc1ccccc1N(C(=O)c1snc(C(N)=O)c1N)C(C(=O)NC1CCCC1)c1ccc2ncccc2c1 (configuration not stated)	i	i
CCOC(=O)c1c(C2COc3ccccc3O2)csc1NC(=O)c1ccccc1 (configuration not stated)	i	i
COc1ccc(OC)c(NC(=O)C(=O)/C=C(\O)c2cc(OC)ccc2OC)c1	i	i
COc1cc(NS(=O)(=O)c2ccc(NC(=S)NC(=O)c3ccco3)cc2)nc(OC)n1	i	i
Cc1cccc(OCC(=O)N(Cc2ccc(N(C)C)cc2)C2CCS(=O)(=O)C2)c1 (configuration not stated)	i	i
Cc1ccc(NC(=O)COC(=O)c2ccc(F)cc2Cl)c(Br)c1	i	i
COc1cccc(-c2cc(C(=O)Nc3c(C)nn(Cc4ccccc4C)c3C)no2)c1	i	i
COc1ccc2c(c1)C(c1ccccc1)NC(=O)C2 (configuration not stated)	i	i
CN(CCS(=O)(=O)c1ccc(Cl)cc1)Cc1cccnc1	i	i
Cc1ccc(C(=O)c2ccccc2C(=O)O)c(O)c1	i	i
COCCn1nc2cc(C(=O)NCC34CC5CC(CC(C5)C3)C4)ccc2c1OC	i	i
CC(=O)Nc1cccc(N2CCCC2=O)c1	i	i
Additional records follow.
SMILES	CHT allo act	CHT block
Cc1cc(C)nc(SCC(=O)Nc2ccc(N3CCOCC3)cc2)n1	i	i
CCOC(=O)c1[nH]c(C)c(C(=O)Nc2ccc(C)c(F)c2)c1C	i	i
COc1cc(/C=N/NS(=O)(=O)c2ccc(C)cc2)ccc1OCc1cccc(C(=O)O)c1	i	i
O=C(Nc1ccnn1C1CCN(C(=O)c2ccccc2C(F)(F)F)CC1)C1CC1	i	i
Cc1cc(C)c(OCCn2ccnc2)c(C)c1	i	i
O=C(O)C1CCN(C(=O)c2ccccc2N2C(=O)[C@@H]3Cc4c([nH]c5ccccc45)C(c4cccc(Cl)c4)N3C2=O)CC1 (some centres not stated)	i	i
COc1ccccc1NC(=S)N1CCN(c2ccccn2)CC1	i	i
COc1ccc(C(=O)OCCN2C(=O)c3ccccc3C2=O)cc1	i	i
CCCCN(C)C(=O)c1ccc(CS(=O)(=O)c2ccccc2C)o1	i	-5.3*
O=C(Cn1c(CC(=O)N2CCOCC2)nc2ccccc21)Nc1ccc2c(c1)OC(F)(F)O2	i	i
Cn1c(N)c(C(=O)COC(=O)C2(c3ccc(Cl)cc3)CCCC2)c(=O)n(C)c1=O	i	i
C=CCc1ccccc1OCC(O)CNC(C)C (configuration not stated)	i	i
Cc1ccc(O)c(-n2nc3ccccc3n2)c1	i	i
O=[N+]([O-])c1cc(S(=O)(=O)N2CCCC2)ccc1NN=C1CCCC1	i	i
CC1Nc2ncnc(N3CCOCC3)c2N(Cc2ccccc2)C1=O (configuration not stated)	i	i
CC(C)=CC(=O)Nc1nnc(-c2ccccc2C)s1	i	i
c1ccc2c3nnc4n(c-3nc2c1)CCCS4	i	i
CCn1cc(C(=O)NCc2ccccc2OC)c(=O)c2cc(S(=O)(=O)N(C)C)ccc21	i	i
O=C(NCc1ccc(F)cc1)C(=O)NCC1OCCN1S(=O)(=O)c1cccs1 (configuration not stated)	i	i
NC(=O)CN1CCN(Cc2ccc3c(c2)OCO3)CC1	i	i
CCCCCOC(=O)Cc1c(O)c2ccccc2n(C)c1=O	i	i
COc1ccc(Cl)cc1CSc1ncn[nH]1	i	i
CNC(=O)C1(C)C=CCN1C(=O)c1ccccc1 (configuration not stated)	i	i
COc1ccc(-c2noc(-c3ccoc3C)n2)cc1	i	i
O=C1CCc2cc(S(=O)(=O)NCc3ccccc3)cc3c2N1CC3	i	i

The final five entries of the part before open the next one:
SMILES	CHT allo act	CHT block
CCCCCOC(=O)Cc1c(O)c2ccccc2n(C)c1=O	i	i
COc1ccc(Cl)cc1CSc1ncn[nH]1	i	i
CNC(=O)C1(C)C=CCN1C(=O)c1ccccc1 (configuration not stated)	i	i
COc1ccc(-c2noc(-c3ccoc3C)n2)cc1	i	i
O=C1CCc2cc(S(=O)(=O)NCc3ccccc3)cc3c2N1CC3	i	i
Cc1ccc(NC(=O)NNC(=O)C2CC(c3cccnc3)=NO2)cc1 (configuration not stated)	i	i
CC(=O)c1ccc(OCC(O)CN2CCC(C)CC2)cc1 (configuration not stated)	i	i
CCOC(=O)c1c(NC(=O)CSc2nnnn2CC)sc(C)c1C	i	i
COc1ccccc1NC(=O)CN1CCSc2ccccc21	i	i
CCOc1ccc(N(CC(=O)Nc2nccs2)S(=O)(=O)c2c(C)noc2C)cc1	i	i
CN(Cc1cccs1)C(=O)CCCc1c[nH]c2ccccc12	i	i
CCN(CC)S(=O)(=O)c1ccc(C(=O)NCC(=O)N/N=C/c2ccccc2OC)cc1	i	i
CC1Cc2ccccc2N1C(=O)c1cnsn1 (configuration not stated)	i	i
Cc1nnc(N2CCC(C(=O)N3CCCCCC3)CC2)c2nn(-c3ccc(Cl)cc3)c(C)c12	i	i
Cn1c(=O)n(CCOc2ccc([N+](=O)[O-])cc2)c2ccccc21	i	i
COc1ccc(C(=O)NC(C)c2nnc(SCC(=O)Nc3nc(C)cs3)n2C)cc1 (configuration not stated)	i	i
COc1cc(C2NCCc3c2[nH]c2ccccc32)ccc1OC(C)C (configuration not stated)	i	i
O=C1NC(=O)c2cc(NC(=O)C3CCCCC3)ccc21	i	i
O=C(O)CCc1ccc(-c2ccccc2)n1NC(=O)c1cccs1	i	i
CC12C(=O)N(c3ccccc3)C(=O)C1C(c1ccccc1)N1CCCN12 (configuration not stated)	i	i
COc1cccc(Cn2cc(N)cn2)c1	i	i
CCc1ccc(OCC(=O)Nc2ccc3c(c2)OCCO3)cc1	i	i
COc1ccc(Cl)cc1NC(=O)c1c(-c2ccccc2)noc1C	i	i
Cc1nc(Nc2ccc(F)cc2)nc(Nc2ccc(F)cc2)c1[N+](=O)[O-]	i	i
C=CCn1c(SCC(=O)Nc2nccs2)nnc1-c1ccco1	i	i
C/C(=N\NC(=O)CNc1cccc(Cl)c1C)C1CC1	i	i
COC(=O)c1c(NC(=S)NNS(=O)(=O)c2ccc(OC)cc2OC)sc2c1CCCCCC2	i	i
Cc1cc2occ(CC(=O)NC3=NCCS3)c2cc1C(C)C	i	i
Cc1nc(NCc2cccnc2)c2c3c(sc2n1)CC(C)CC3 (configuration not stated)	i	i
O=C(Nc1ccc(N2CCN(Cc3ccccc3F)CC2)cc1)c1ccc([N+](=O)[O-])o1	i	i
Next part
SMILES	CHT allo act	CHT block
COc1ccccc1/C=N/NC(=O)CNC(=O)c1ccccc1	i	i
O=C(CCCn1cnc([N+](=O)[O-])n1)Nc1cccc(Cl)c1Cl	i	i
CCOc1c(Cl)cc(/C=C/C(=O)N(CC)CC(=O)NCc2cccs2)cc1OC	i	-7.6*
CCOc1cc2[nH]c(=S)n(CCN3CCCCC3CC)c(=O)c2cc1OCC (configuration not stated)	i	i
CCc1ncc(CN2CCCCC2C(=O)Nc2ccc(Oc3ccccc3)nc2)cn1 (configuration not stated)	i	i
Cc1csc2nc(CSc3nncn3-c3ccccc3)c(Br)n12	i	i
CCC1CCCCN1CCCNS(=O)(=O)c1ccc2c(c1)oc(=O)n2C (configuration not stated)	i	i
CCn1c(CNC(=O)COc2c(C)cccc2C)nnc1SCC(=O)Nc1nccs1	i	i
CC(C)(C)NC(=O)Nc1ccc(Br)cc1	i	i
Cc1ccc(NC(=O)CCc2c(C)[nH]c(=O)c(C#N)c2C)cc1	i	i
O=C(NN1C(=O)/C(=C\c2cccnc2)SC1=S)c1ccco1	i	i
Cc1ccc(-c2nnc(Nc3ccc(C(=O)N(C)C)cc3)c3ccccc23)cc1S(=O)(=O)NC(C)(C)CO	i	i
Cc1csc(=O)n1CC(=O)OCC(=O)NNC(=O)c1ccccc1	i	i
CCOC(=O)C(CCCCCOc1ccc([N+](=O)[O-])cc1)C(=O)OCC	i	i
COc1cc(C(=O)NCC(C)C)c([N+](=O)[O-])cc1OC	i	i
CCP(=O)(c1cccc([N+](=O)[O-])c1)c1cccc([N+](=O)[O-])c1	i	i
O=C(CSC1=NS(=O)(=O)c2cc(F)ccc2N1)Nc1ccccc1F	i	i
Cc1oc(-c2ccccc2F)nc1CN1CCC(C(=O)NCc2ccco2)CC1	i	i
S=C(NCCCc1ccccc1)Nc1ccccc1	i	i
O=C(OCc1nc2ccccc2s1)[C@@H]1CCCN1S(=O)(=O)c1ccccc1F	i	i
Cc1cccn2c(=O)c3cc(C(=O)N4c5ccccc5CC4C)n(C)c3nc12 (configuration not stated)	i	i
O=C(CCN1CCCCC1)c1ccccc1	i	i
Cc1cccc(SCc2noc(C(=O)NC(C)C)c2C(=O)O)c1	i	i
CN(/N=C/c1c[nH]c2ccccc12)c1cnn(-c2ccc(F)c(Cl)c2)c(=O)c1Cl	i	i
CSC(=NC#N)N1CCN(c2ccccn2)CC1	i	i

A draw from above in order of SMILES length, ascending.
SMILES	CHT allo act	CHT block
COc1cc(C(=O)NCC(C)C)c([N+](=O)[O-])cc1OC	i	i
CCn1c(CNC(=O)COc2c(C)cccc2C)nnc1SCC(=O)Nc1nccs1	i	i
CN(/N=C/c1c[nH]c2ccccc12)c1cnn(-c2ccc(F)c(Cl)c2)c(=O)c1Cl	i	i

Back to the main list, repeating the 3 entries before the break.
SMILES	CHT allo act	CHT block
Cc1cccc(SCc2noc(C(=O)NC(C)C)c2C(=O)O)c1	i	i
CN(/N=C/c1c[nH]c2ccccc12)c1cnn(-c2ccc(F)c(Cl)c2)c(=O)c1Cl	i	i
CSC(=NC#N)N1CCN(c2ccccn2)CC1	i	i
N#Cc1ccccc1NC(=O)Nc1cccs1	i	i
CCN(C(=O)C1CCN(c2nc(-c3ccc(OC)cc3)no2)CC1)c1ccccc1	i	i
Cc1cc2nc(-c3ccc(SCc4ccccc4C#N)nc3)[nH]c2cc1C	i	i
CN(C)/C(=N\OC(=O)c1ccccc1)c1nonc1N	i	i
Cc1ccc(-c2nnc3sc(CCc4ccccc4)nn23)cc1	i	i
CCn1c(C)nnc1SCC(=O)NC1CCCC1	i	i
COc1ccc(-c2csc(NC(=O)CN3C(=O)C4CC=CCC4C3=O)n2)cc1OC (configuration not stated)	i	i
Cn1ccc(-c2ccccc2)c(C#N)c1=O	i	i
CC(=O)Oc1ccc2nc(/C=C/c3ccc(C=O)cc3)oc(=O)c2c1	i	i
O=C(NC1CC1)C1=C[C@@H](c2coc3ccccc3c2=O)C[C@@H](OCc2ccc(CO)cc2)O1	i	i
COCCNC(=O)c1cc2c(s1)-c1ccc(Cl)cc1SC2	i	i
CC(C)c1nnc(NC(=O)CCCCCN2C(=O)C3C4C=CC(C4)C3C2=O)s1 (configuration not stated)	i	i
NC(=O)COc1ccc(C2c3c(oc4ccccc4c3=O)C(=O)N2CC2CCCO2)cc1 (configuration not stated)	i	i
COC(=O)c1c(NC(=O)CSc2nnc3ccccn23)sc2c1CCC2	i	i
COc1cc(NC(=O)c2ccc(=O)[nH]n2)cc(OC)c1OC	i	i
C/C(CC(=O)Nc1ccccc1F)=N\NC(=O)Cc1ccc(Cl)cc1	i	i
CN(C[C@H](c1ccccc1)N(C[C@H](Cc1ccccc1)N(CCc1ccccc1)N=O)N=O)N=O	i	i
O=C(NCC(c1ccc(F)cc1)N1CCOCC1)c1ccc(Br)o1 (configuration not stated)	i	i
CCOC(=O)c1sc(NC(=O)/C=C/c2cnn(C)c2C)c(C(=O)OCC)c1C	i	i
O=C1CCC(=O)N1CCCCCc1nc(-c2ccccc2)no1	i	i
CN(Cc1ccccc1)S(=O)(=O)c1cccc2cccnc12	i	i
COCCNC(=S)N(CCc1c(C)[nH]c2ccc(F)cc12)Cc1cccnc1	i	i
O=C(NCC1CCCO1)C1CCN(S(=O)(=O)c2cccc3cccnc23)CC1 (configuration not stated)	i	i
Cc1ccc2[nH]c(=O)c(C(c3nnnn3CCc3ccccc3)N3CCOCC3)cc2c1 (configuration not stated)	i	i
CC(C)CC(=O)NC(=S)Nc1ccc(S(=O)(=O)N2CCCC2)cc1	i	i
COc1ccc(C2=NN(C(=O)CCC(=O)O)C(c3ccc([N+](=O)[O-])cc3)C2)cc1 (configuration not stated)	i	i
COc1cc2ccccc2cc1C(=O)OCC(=O)N(C)c1c(N)n(Cc2ccccc2)c(=O)[nH]c1=O	i	i
Cc1cc2cc(CNC(=O)COc3ccccc3)ccc2n1C	i	i

Bioassay records from PubChem BioAssay.
